Screening results deposited in PubChem BioAssay by several laboratories.
LANA DNA inh – KSHV C-LANA DNA binding inhibition; MBP-C-LANA/FAM-LBS DNA binding, fluorescence polarization; inhibition, % at 9 µM; 340,000 tested, 0.078% active;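 active = highest replicate inhibition at or above 60% at 9 µM, even if other replicates fall short; inactive = all replicates below 60% inhibition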;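 also: 0% = neutral control wells and 100% = 4 µM acridine orange control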
SR-BI DiI-HDL act – enhances SR-BI lipid uptake from DiI-HDL; 320,000 tested, 0.096% active; CHO ldlA[mSR-BI] cells, DiI-HDL uptake fluorescence, 3 h; 100 = double the neutral-control signal; AID 504775; activation, % at 12.5 µM;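 active = mean replicate activation of at least 60% and every replicate at or above 60%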;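 also: 0% = median plate neutral-control signal and 100% = twice that signal; values of inactives mirror those of a sister screen read the other way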
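Test system: SR-BI-overexpressing, LDLR-lacking CHO cells; Medium: Ham's F12 with 0.5% BSA, HEPES 25 mM, pH 7.4; Schedule: 3 h, 37 °C; Technique: bottom-read fluorescence, 550/595 nm.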
RTF Ca sens act – increases calcium sensitivity of human cardiac regulated thin filaments | P19429+P45379 | IANBD-labeled TnC RTF fluorescence at EC20 calcium; 0% EC20 calcium, 100% full calcium | activation, % at 7.2 µM | 340,000 tested, 0.24% active | AID 493008;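 active = activation above the mean over all tested compounds plus 3 SD, cut at about 30% in these data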;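 also: rise in fluorescence read as greater calcium sensitivity of cardiac thin filaments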
CAL PDZ FP-1 – inhibitors of human CAL PDZ peptide binding | inhibition, % at 24.9 µM | purified CAL PDZ, TMR-peptide fluorescence polarization, 1 h | Q9HD26 | 300,000 tested, 0.92% active | AID 602252;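 active = mean inhibition of at least 30% with at least half of replicates also reaching 30%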;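 also: 0% = DMSO neutral control and 100% = excess unlabeled competitor peptide PRC23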
RTF Ca sens inh – cardiac RTF calcium desensitization. inhibition, % at 7.15 µM. AID 493244. 340,000 tested, 0.12% active. P19429+P45379. IANBD-labeled cardiac RTF, Ca2+ fluorescence;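 active = inhibition above the mean inhibition of all tested compounds plus 3 SD, cut at about 17% in these data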;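 also: assay run at fixed EC70 calcium of 1.6 mM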
PKA-R2B act – activates the human PKA-R2B holoenzyme complex; AID 504700; PKA-R2B holoenzyme dissociation, Cy5-IP20 fluorescence polarization; R2B truncated from residue 108, S112A mutant; 0% DMSO only, 100% 113 µM cGMP; 340,000 tested, 0.079% active; P22694+P31323; activation, % at 11.4 µM;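 active = activation above a cutoff set at the mean over all compounds plus 3 SD, cut at about 18% in these data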;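 also: higher means more holoenzyme dissociation and a rise in polarization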
Rtt109 HAT inh – blocks Candida albicans Rtt109/Vps75 acetyltransferase activity; inhibition, % at 34.9 µM; purified Rtt109/Vps75, ThioGlo CoA-SH fluorescence, 4 h; 330,000 tested, 0.16% active;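 active = inhibition of at least 50% in every replicate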
Target sequence (Q5AAJ8 whole entry, looked up): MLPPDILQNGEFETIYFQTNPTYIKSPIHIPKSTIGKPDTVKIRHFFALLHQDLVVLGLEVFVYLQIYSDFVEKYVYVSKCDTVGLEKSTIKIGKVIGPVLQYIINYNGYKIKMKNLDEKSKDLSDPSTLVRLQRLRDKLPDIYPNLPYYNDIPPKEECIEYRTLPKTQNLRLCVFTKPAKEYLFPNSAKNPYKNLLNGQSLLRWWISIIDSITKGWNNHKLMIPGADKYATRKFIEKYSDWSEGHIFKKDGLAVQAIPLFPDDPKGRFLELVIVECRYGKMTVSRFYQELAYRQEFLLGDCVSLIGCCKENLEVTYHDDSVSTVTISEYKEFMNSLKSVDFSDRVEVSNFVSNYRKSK
Keap1-Nrf2 PPI – inhibitors of human Keap1-Nrf2 protein-protein interaction; Keap1 Kelch-Nrf2 peptide fluorescence polarization, 1536-well; inhibition, % at 9.4 µM; 340,000 tested, 0.15% active; in the data active = inhibition above about 12%;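 also: human Keap1 Kelch domain with fluorescein labeled Nrf2 9mer peptide probe; 0% = neutral control wells and 100% = peptide positive control; higher means more block of Keap1 binding to Nrf2 peptide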
DAGLB inh – diacylglycerol lipase beta (human) inhibition | HEK293T DAGLB membrane lysate, EnzChek fluorogenic substrate | 340,000 tested, 0.059% active | AID 504411 | Q8NCG7 | inhibition, % at 5.17 µM; in the data active = inhibition above about 34%;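 also: 0% = enzyme with vehicle and 100% = wells lacking enzyme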
Target sequence (Q8NCG7 whole entry, looked up): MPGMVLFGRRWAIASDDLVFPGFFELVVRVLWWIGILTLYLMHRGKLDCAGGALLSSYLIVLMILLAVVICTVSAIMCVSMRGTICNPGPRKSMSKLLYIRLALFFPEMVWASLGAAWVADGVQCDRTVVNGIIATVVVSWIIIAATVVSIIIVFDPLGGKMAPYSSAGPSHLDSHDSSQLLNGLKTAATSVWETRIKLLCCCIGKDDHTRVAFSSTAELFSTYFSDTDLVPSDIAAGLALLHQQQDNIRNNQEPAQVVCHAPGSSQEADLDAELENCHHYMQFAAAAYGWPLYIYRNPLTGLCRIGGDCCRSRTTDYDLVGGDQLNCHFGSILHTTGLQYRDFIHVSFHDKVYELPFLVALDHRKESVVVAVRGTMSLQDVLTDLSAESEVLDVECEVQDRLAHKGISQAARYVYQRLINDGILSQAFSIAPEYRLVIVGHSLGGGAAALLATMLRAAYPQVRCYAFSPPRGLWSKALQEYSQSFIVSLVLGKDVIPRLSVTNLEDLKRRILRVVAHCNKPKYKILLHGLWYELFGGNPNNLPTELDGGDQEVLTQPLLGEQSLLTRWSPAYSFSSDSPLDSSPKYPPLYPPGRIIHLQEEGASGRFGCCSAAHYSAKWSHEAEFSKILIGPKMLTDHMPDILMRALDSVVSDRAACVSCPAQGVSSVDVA
CAL PDZ FP-2 – human CAL PDZ-peptide interaction inhibition. Q9HD26. purified CAL PDZ, TMR-peptide fluorescence polarization, 1 h. inhibition, % at 20 µM. 330,000 tested, 0.02% active. AID 504414;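 active = highest replicate inhibition of at least 40%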;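 also: plate controls were DMSO neutral control wells for no effect and unlabeled competitor peptide control wells for full effect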
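Material: tagged CAL PDZ domain; buffer or medium: 25 mM sodium phosphate pH 7.4, 150 mM NaCl, TCEP, IgG, Thesit; compound dosing: single point, 20 µM; schedule: 1 h incubation at room temperature before polarization reading; measured by: FP readout, S and P plane fluorescence; read-out basis: percent inhibition from loss of millipolarization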
An asterisk follows results filed as active; . = no result given. This is a random part of the collection, and some 1.6% of all compounds hit somewhere here.

mol,RTF Ca sens act,Keap1-Nrf2 PPI,PKA-R2B act,SR-BI DiI-HDL act,CAL PDZ FP-1,DAGLB inh,Rtt109 HAT inh,CAL PDZ FP-2,LANA DNA inh,RTF Ca sens inh
O=C(CCC(=O)c1cccs1)NCc1ccncc1,1,-7,5,13,-4,0,1,-1.7,1.3,3
NC(=O)c1ccc(NC(=O)CCc2nc3ccccc3s2)cc1,2,1,-16,-8,.,1,7,-0.7,-0.1,2
CCn1cc(CN2CCC(n3nccc3NC(=O)c3cccc(F)c3)CC2)cn1,-2,0,-8,-5,7,0,-8,0.1,-2.2,-4
CCn1c(SCC(=O)c2ccc3c(c2)OCCO3)nnc1-c1ccco1,1,-6,-9,-1,1,2,-7,-1.0,-0.8,-1
Cn1c(N)c(C(=O)COC(=O)CC(NC(N)=O)c2ccc(Cl)cc2)c(=O)n(C)c1=O (stereo unspecified),13,1,0,-8,-2,2,-6,-0.8,-1.8,-17
CC1CCCCN1S(=O)(=O)c1ccc(S(=O)(=O)N2CCCC2)cc1 (stereo unspecified),-5,-1,9,4,-2,-1,-3,-2.9,-0.7,-7
CC12CN(C(=O)c3ccccc3Br)CC(C)(CN(C(=O)c3ccccc3Br)C1)C2=O,-5,-5,7,15,-2,1,-3,-0.1,-0.2,-10
CCOC(=O)N1CCC(NC(=O)c2cc3c(-c4ccccc4F)nn(C)c3s2)CC1,-3,2,-5,-45,0,-1,2,0.0,-0.3,-12
Cc1cc(OCC(=O)Nc2nnc(C3CC3)s2)ccc1C(C)C,1,-1,3,5,45*,-3,2,-0.2,-4.3,-12
O=C(NCC1CCCO1)c1cccc2ccccc12 (stereo unspecified),-5,0,9,.,0,0,-3,-1.5,-2.2,-1
COC(=O)c1cc(S(=O)(=O)n2nc(C)c(Br)c2C)c(Cl)cc1Cl,7,-3,-12,0,-3,-5,-1,-3.2,-0.6,-5
CCOC(=O)N1CCC(NC(=O)c2cc(C(=O)Nc3cccc(C(F)(F)F)c3)ccc2CO)CC1,0,-1,-6,-24,2,-3,.,-2.6,0.4,7
N#CC(C#N)=NNc1ccc(S(=O)(=O)N2CCCC2)cc1,3,-5,3,11,-2,8,23,-2.6,-0.3,-6
COc1ccc([C@H]2CC(=O)C=C(c3ccc4ccccc4c3)C2)cc1OC,2,-5,-7,-53,-3,-2,-6,-1.3,1.8,-1
C=C(C)C(=O)N1CC2(CC(c3cccc(NC(=O)c4ccccc4)c3)=NO2)C[C@@H]1C(N)=O (stereo partly specified),-3,-3,-2,-24,0,2,-4,-3.6,-0.2,-4
O=C(O)c1ccc(NC(=O)c2ccc3c(c2)C(=O)N(CC2CCCO2)C3=O)cc1 (stereo unspecified),-4,-8,11,.,3,-1,-6,-1.2,-0.1,1
Cc1nc2ccccn2c1C(=O)NNC(=O)Nc1ccccc1,-1,-1,2,5,.,-1,-16,-0.7,1.2,-2
CCOC(=O)Nc1sc2c(c1C(=O)OCC)CCC2,1,0,4,-16,-4,-5,7,-1.6,-0.5,-10
COc1ccc(NS(=O)(=O)c2ccc(SC)cc2)c(OC)c1,-6,2,-8,-3,-2,1,6,-0.8,-0.7,-1
COc1ccc(N2C(=O)CC(Sc3nc4ccccc4s3)C2=O)cc1 (stereo unspecified),6,-4,8,37,1,0,1,-0.5,-2.5,-2
Cc1ccc(-n2nnc3c(=O)n(CC(N)=O)cnc32)cc1,-4,-2,12,8,-9,1,3,-1.0,-0.3,-13
C=CCn1c(SCC(=O)NCc2ccc3c(c2)OCO3)nc2scc(-c3ccccc3)c2c1=O,-2,0,-6,-1,-3,-10,-2,-2.1,-1.0,-19
Cc1cccc(NC(=O)Nc2cc(C)on2)c1,-1,-5,2,3,-4,-6,-6,-2.9,-0.7,1
N#Cc1cc2cc3c(cc2nc1SCC(=O)N1CCOCC1)OCO3,-2,-3,7,.,-6,2,-9,-0.9,-1.3,-6
Cc1nn(Cc2cccc(Oc3ccccc3)c2)c(C)c1NC(=O)NC12CC3CC(CC(C3)C1)C2,-7,0,-3,28,0,-1,10,-0.4,2.7,-1
COc1ccccc1NC(=O)Nc1ccc2c(c1)OCCO2,1,0,8,-11,-2,-2,-9,-1.3,0.1,10
Cc1ccc(CS(=O)(=O)c2cn(CC(=O)Nc3ccon3)c3ccccc23)cc1,-16,0,1,-24,.,0,2,-0.1,-1.0,-11
CCC(C)(C(=O)NC1CCCCC1)N(Cc1ccco1)C(=O)c1ccc2c(c1)OCO2 (stereo unspecified),3,0,-2,-15,-1,-1,7,-1.1,2.1,-2
CC(C)(O)C#Cc1ccc(CN2CCN(Cc3ccccc3)C(CCO)C2)s1 (stereo unspecified),7,-7,1,-11,-4,3,-7,-1.2,0.7,-2
CC(C)CCN1CCN(C2CCN(c3ccccc3)CC2)CC1CCO (stereo unspecified),-2,-7,7,-3,-1,-1,-13,-1.9,1.3,-3
COC(=O)c1ccc(CSC2=NC[C@@H]3[C@@H]4C(=O)N(C)C(=O)[C@@H]4[C@](C)(C(=O)OC)N23)cc1,-3,2,-8,1,-2,0,-1,0.0,-0.2,-5
COc1ccccc1Oc1ccc(Oc2ccccc2OC)cc1,5,-2,13,-48,-3,-7,-3,-1.2,-1.4,4
O=C(c1ccccc1)N1CCC(c2nc3c(nnn3Cc3ccco3)c(=O)[nH]2)CC1,-1,-3,1,13,9,-7,8,-0.7,-0.3,-3
NS(=O)(=O)c1ccc(Cl)c(C(=O)Nc2ccccc2[N+](=O)[O-])c1,1,-5,-4,2,4,0,3,-0.1,0.6,-8
CCOc1ncccc1C(=O)OCCCC(=O)c1ccc(Br)cc1,-5,2,-6,0,7,-23,19,-0.2,0.8,-7
O=C(Cc1nc2ccccc2[nH]1)c1ccc(Cl)cc1,14,-4,4,.,-3,0,-1,-2.7,3.1,-8
COC(=O)c1ccc(Oc2nc3ccccc3n3c(C)nnc23)cc1,1,-6,4,.,-6,3,-23,-0.9,2.5,-12
N#Cc1cccc(Nc2c3c(nc4ccccc24)CCC3)c1,-4,1,-7,-28,-20,-2,7,-2.5,1.8,-16
O=S1(=O)CCN2C(Cc3ccc(SC(F)F)cc3)=CSC2=N1,-5,-2,-12,15,-2,0,4,0.7,-2.4,1
Cc1cccc(-n2c(C)cc(C)c(C#N)c2=O)c1,4,-9,-2,4,-2,1,-15,-2.0,1.1,-3
Cc1ccc(Cn2ncc3c(NCCCN4CCOCC4)ncnc32)cc1,-2,3,8,2,-4,-2,-4,-1.5,1.1,3
Cc1[nH]c2ccccc2c1/C=C/C(=O)c1ccccc1,-5,-1,-1,-63,.,0,-10,0.4,1.0,-16
O=C(OCc1cc2ccccc2[nH]c1=O)c1ccccn1,-2,-5,-5,.,1,2,4,-1.8,1.1,0
O=C(CSc1ncn[nH]1)Nc1ccc(S(=O)(=O)N2CCCC2)cc1,-1,0,-2,.,7,0,-5,-1.6,-1.6,-5
Cc1ccc(-n2nnnc2SCC(=O)Nc2ccc(N3CCN(C)CC3)cc2)c(C)c1,0,5,5,14,-1,1,-4,-3.2,0.8,2
O=C(NC(=S)Nc1cccnc1Cl)c1ccc(Cl)cc1,-6,-2,-9,18,-1,-15,7,-0.8,0.8,-1
CCOc1ccc(CCNS(=O)(=O)c2ccc3c(c2)NC(=O)CO3)cc1OCC,-2,-5,-3,5,2,0,-7,-0.2,1.8,-5
O=C(NCCCN1CCOCC1)c1c(O)c2cc(Br)cc(Br)c2[nH]c1=O,1,0,3,-12,-10,3,7,-0.5,0.8,-4
CC(=O)N1CCN(c2ccc(Nc3ncnc4c3oc3ccccc34)cc2)CC1,5,-4,-7,-29,0,1,7,0.3,-3.5,2
CC(C)(C)NC(=O)CN1C(=O)/C(=C/c2ccccc2)SC1=S,4,-1,-4,-27,2,1,.,0.8,0.8,-3
O=C(NCCc1ccccc1)c1c(O)c2cccc3c2n(c1=O)CC3,-7,2,6,10,-4,-6,10,-1.1,-1.1,-10
CCn1cc(C(=O)NCc2ccco2)c(=O)c2cc(S(=O)(=O)N3CCc4ccccc4C3)ccc21,6,-6,-1,-5,0,-1,4,-5.0,0.1,-3
CC(C)(C)c1ccccc1NC(=S)NCc1ccccc1,-2,4,-17,-14,-5,-4,0,-1.2,0.0,-5
COc1ccccc1CNC(=O)c1ccccc1OCc1ccc(F)cc1,3,5,0,-14,-7,-7,4,-0.8,1.0,-4
CC1=C(C(=O)OC(C)C)C(c2ccccc2Cl)CC(=O)N1 (stereo unspecified),0,2,9,4,3,0,2,-1.2,1.1,-11
CN(C)C(=S)NC(=O)c1cccc(Cl)c1,-4,1,-9,10,-2,-1,2,0.1,12,0
CC12CC3(C)CC(C)(C1)CC(C(N)=O)(C2)C3,2,-3,-4,24,.,-4,1,-0.6,-0.4,1
CC(=O)Nc1ccc(-c2csc(Nc3ccc(S(N)(=O)=O)cc3)n2)cc1,-1,-8,-10,-39,0,0,-14,0.1,0.9,-4
Cc1ccccc1OCC(=O)NNC(=O)c1cc(S(=O)(=O)N(C)C)ccc1N1CCCC1,-1,6,-4,16,4,2,-6,-0.5,-0.6,2
Cn1c(=O)n(C)c2cc(NC(=O)COc3ccc(Cl)cc3)ccc21,-2,1,12,-6,0,-3,-5,-0.8,0.1,-5

Remaining list, next part.
mol,RTF Ca sens act,Keap1-Nrf2 PPI,PKA-R2B act,SR-BI DiI-HDL act,CAL PDZ FP-1,DAGLB inh,Rtt109 HAT inh,CAL PDZ FP-2,LANA DNA inh,RTF Ca sens inh
Cc1ccc(S(=O)(=O)c2nc(NCc3ccc4c(c3)OCO4)sc2Cl)cc1,-3,-2,4,8,-2,1,-1,-2.4,-1.5,1
CC(C)C(=O)Nc1nnc(SCC(=O)NCC2CCCO2)s1 (stereo unspecified),3,-2,-9,10,1,-3,-19,-1.2,-0.2,5
O=C(CCC(=O)N1CCN(c2ccc(F)cc2)CC1)c1ccccc1,6,0,-1,2,-4,1,-5,-2.1,0.9,-11
O=C1COc2cccnc2N1,-4,-5,8,-1,-2,1,-3,-2.5,4.1,4
CC(=O)Nc1nc(NCc2ccccc2Cl)n(-c2ccccc2)n1,-1,4,10,-4,-4,-1,-4,-1.2,0.5,-1

Reprinted from the results shown (2 entries):
mol,RTF Ca sens act,Keap1-Nrf2 PPI,PKA-R2B act,SR-BI DiI-HDL act,CAL PDZ FP-1,DAGLB inh,Rtt109 HAT inh,CAL PDZ FP-2,LANA DNA inh,RTF Ca sens inh
O=C1COc2cccnc2N1,-4,-5,8,-1,-2,1,-3,-2.5,4.1,4
CC(=O)Nc1nc(NCc2ccccc2Cl)n(-c2ccccc2)n1,-1,4,10,-4,-4,-1,-4,-1.2,0.5,-1
